EBV gp42 inh: EBV gp42 inhibition | Fluorescence polarization binding assay, mP read-out | inhibition, % (tested at 21.74 µM) | actives 0.42% (n = 220,000) | AID 1085; in the data active = inhibition above about 50%
Calpain2 inh: calpain II (pig) inhibition. inhibition, % at 16 µM. actives 0.37% (n = 220,000). purified calpain II, fluorogenic peptide substrate, 30 min;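 active = inhibition above about 50%, limit read from the data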
TRPML3 ag: agonists of human TRPML3 channel; Q8TDD5; activation, % at 3 µM; actives 0.29% (n = 220,000); HEK293 TRPML3-YFP, Fluo-8 calcium fluorescence; 100% = the carbachol control signal;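 active = activation above its plate's cutoff, the mean activation of the plate's test wells plus 3 SD, cut at about 12% in these data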;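 also: 0% = DMSO only wells and 100% = carbachol wells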
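system = HEK293 cells stably carrying human TRPML3-YFP | doses = one concentration, 3 µM nominal, 0.3% DMSO | timing = dye loading 1 h 37 °C then 30 min ambient, 125 s read | detection = Fluo-8 calcium dye fluorescence, ex 470-495, em 515-575 nm | benchmarks = high control carbachol 87 µM, low control DMSO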
Thrombin inh: blocks human thrombin protease activity. P00734. alpha-thrombin, Boc-VPR-AMC fluorogenic substrate cleavage. inhibition, % at 5 µM. actives 0.26% (n = 220,000). AID 1046;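 active = inhibition at or above 40%; inactive = inhibition below 40%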;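 also: 0% = enzyme with no compound and 100% = wells without enzyme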
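Material: human alpha-thrombin enzyme / Medium: pH 7.5 Tris (50 mM) with NaCl 150 mM, Tween 20 0.05% / Compound: single-point dosing at 5 µM, 0.2% DMSO / Incubation: enzyme reaction carried out at room temperature / Detection: AMC fluorescence, 355/460 nm / Read-out basis: percent inhibition scaled between no-compound controls and no-enzyme blanks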
KCC2 mod: KCC2 (human) Cl- transport modulation. actives 2.2% (n = 190,000). Q9H2X9. KCC2 cells, thallium flux FluoZin-2 fluorescence. B-score of Tl+ flux slope (higher = more flux/activation; lower = inhibition) at 10 µM;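 active = thallium flux slope and its plate-corrected score both differing from the plate sample mean at a set confidence after two filtering rounds, in either direction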;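 also: slope of fluorescence scaled to starting intensity during 10 to 20 s after thallium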
Target sequence (Q9H2X9 whole entry, looked up): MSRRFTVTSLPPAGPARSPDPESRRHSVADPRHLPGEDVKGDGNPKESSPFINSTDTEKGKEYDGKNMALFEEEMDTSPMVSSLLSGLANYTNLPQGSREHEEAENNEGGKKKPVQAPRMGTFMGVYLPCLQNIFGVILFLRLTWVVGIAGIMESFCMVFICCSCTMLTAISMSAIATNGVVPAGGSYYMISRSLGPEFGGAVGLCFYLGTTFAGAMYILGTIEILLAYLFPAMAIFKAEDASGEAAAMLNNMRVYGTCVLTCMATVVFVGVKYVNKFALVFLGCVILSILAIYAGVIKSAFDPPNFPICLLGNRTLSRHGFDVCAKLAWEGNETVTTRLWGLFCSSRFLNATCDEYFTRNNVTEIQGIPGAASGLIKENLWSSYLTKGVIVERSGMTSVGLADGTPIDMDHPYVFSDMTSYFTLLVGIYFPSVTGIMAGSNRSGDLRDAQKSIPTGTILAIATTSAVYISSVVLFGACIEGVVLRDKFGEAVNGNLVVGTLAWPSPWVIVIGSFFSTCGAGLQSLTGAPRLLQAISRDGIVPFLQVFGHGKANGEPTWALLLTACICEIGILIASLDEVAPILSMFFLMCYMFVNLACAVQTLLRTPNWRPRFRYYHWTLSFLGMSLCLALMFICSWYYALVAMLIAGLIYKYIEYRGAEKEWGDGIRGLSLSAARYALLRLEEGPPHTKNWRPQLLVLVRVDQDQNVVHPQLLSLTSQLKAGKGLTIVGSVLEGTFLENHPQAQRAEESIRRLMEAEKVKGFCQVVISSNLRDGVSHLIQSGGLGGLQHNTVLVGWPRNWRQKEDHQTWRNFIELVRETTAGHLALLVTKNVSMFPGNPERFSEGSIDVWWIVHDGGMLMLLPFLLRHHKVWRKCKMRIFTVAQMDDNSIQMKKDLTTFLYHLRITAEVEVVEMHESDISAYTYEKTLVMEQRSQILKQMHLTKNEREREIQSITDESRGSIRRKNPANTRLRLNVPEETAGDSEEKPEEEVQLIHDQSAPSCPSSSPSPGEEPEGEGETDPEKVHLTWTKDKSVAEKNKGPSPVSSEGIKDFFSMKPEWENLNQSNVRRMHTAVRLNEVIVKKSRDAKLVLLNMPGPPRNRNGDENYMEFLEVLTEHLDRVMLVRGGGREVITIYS
TbHK1 inh: blocks Trypanosoma brucei hexokinase 1 activity; recombinant TbHK1, G6PDH-coupled NADH A340; inhibition, % at 10 µM; AID 1430; actives 0.11% (n = 220,000);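 active = inhibition of 50% or more in the single-dose primary screen; inactive = inhibition below 50%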
Furin inhibitor: inhibitors of human furin | P09958 | purified furin, fluorogenic substrate cleavage | inhibition, % at 30 µM | actives 0.061% (n = 220,000); in the data active = inhibition above about 25%; also: inactives centre near -15
zfTRPN1 agonist: agonists of zebrafish TRPN1 channel; activation, % at 3 µM; actives 0.18% (n = 220,000); AID 1424; HEK293 zebrafish TRPN1-YFP, Fluo-8 calcium fluorescence; 100% = response to 87 µM carbachol;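 active = activation above its plate's cutoff, the mean activation of test wells on that plate plus 3 SD, cut at about 19% in these data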;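 also: 0% = DMSO alone and 100% = 87 µM carbachol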
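System: zebrafish TRPN1-YFP in HEK293 cells / Dosing: 3 µM single point / Timing: dye loading 1 h at 37 °C, then 30 min room temperature / Signal: Fluo-8 calcium fluorescence, excitation 470-495 nm, emission 515-575 nm / Read-out basis: percent activation from peak over basal fluorescence ratio, control-normalized / Control set: high carbachol 87 µM, low DMSO alone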
PPC-1+TRAIL kill: kills PPC-1 cancer cells in the presence of TRAIL; PPC-1 cells + TRAIL, ATPLite viability luminescence; cell killing (% activity), % at 4 µM; actives 0.41% (n = 220,000); AID 1443;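 active = cell killing above 50% in the first pass at 4 µM, then a duplicate retest at 5 µM averaging 50% or more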;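 also: plate controls were cells with TRAIL plus DMSO for no effect and medium-only wells lacking cells for full effect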
* hit, by the source's call; i = inactive; · = not tested or not shown; [ ] = another dose, or the depositor's remark.

SMILES | EBV gp42 inh | Calpain2 inh | TRPML3 ag | Thrombin inh | KCC2 mod | TbHK1 inh | Furin inhibitor | zfTRPN1 agonist | PPC-1+TRAIL kill
O=[N+]([O-])c1ccc(N2CCCCC2)c(-c2nn[nH]n2)c1 | -2.6 | -1.3 | 0.9 | · | -0.784 | -3.6 | -22.7 | -0.4 | -0.1
O=C(CCN1CCCCC1)c1ccc2c(c1)OCCO2 | -8.3 | -33.7 | 1.8 | 1.9 | 0.117 | -5.2 | -23.2 | 1.2 | 3.8
Cc1ccc(C(C)(C)C)c(OCCCn2ccnc2)c1 | -6.8 | 4.5 | -1.2 | 3.1 | 1.01 | 5.4 | -26.3 | -1.9 | 0.1
COc1ccc(/C=N/NC(=O)Cc2csc(Nc3cccc(C(F)(F)F)c3)n2)cc1C | -7.1 | -126.8 | -0.9 | -4.0 | 0.471 | 3.5 | -3.5[20 µM] | -1.7 | -6.3
Cc1ccc(S(=O)(=O)N/N=C\c2cc3c(cc2Br)OCO3)cc1 | -9.1 | -11.4 | 0.4 | -2.8 | -1.36 | 0.3 | -15.3 | -0.2 | 9.3
CCOC(=O)C1=C(C)Nc2ncnn2C1c1cc(OC)ccc1OC (stereo not drawn) | 0.1 | -35.5 | 0.0 | -6.3 | 1.39 | -0.6 | -17.5[20 µM] | 0.0 | -5.9
CC1CCCCC12NC(=O)N(CC(=O)c1ccc[nH]1)C2=O (stereo not drawn) | -21.2 | -92.1 | 1.7 | 2.1 | · | -4.5 | -17.6 | 1.5 | -6.5
CCC(CC)=C(C#N)C(=O)NC1CCCCC1 | -9.5 | -5.5 | 0.5 | -2.6 | 2.14 | -4.2 | -21.5 | 1.1 | 16.7
CC(C)Oc1ccc(C(=O)NC(=S)Nc2ccc(CN3CCOCC3)cc2)cc1 | -2.0 | -7.5 | 1.0 | 2.3 | 0.0366 | -2.1 | -25.1 | -0.2 | 11.8
CCC1=Nc2cc(C(=O)NCC3CCCO3)ccc2Sc2ccc(Cl)cc21 (stereo not drawn) | -14.9 | -9.9 | -0.3 | 3.0 | -1.34 | -21.8 | -8.8 | 0.3 | -6.8
COc1ccc(CNC(=O)COC(=O)CCc2c[nH]c3ccccc23)cc1 | -3.8 | 16.8 | 0.0 | 8.1 | -0.00168 | 0.0 | -12.4 | -1.1 | 3.9
COc1ccc(N=C2SCC(=O)N2c2ccc(OC)cc2)cc1 | -8.9 | -5.5 | 0.2 | 0.6 | 0.189 | -0.4 | -20.8 | 0.4 | 0.9
CCOc1ccc(-c2nc3n(c(=O)c2C#N)CCS3)cc1 | -27.6 | -357.3 | 0.3 | -6.1 | 0.0256 | -13.5 | -23.6 | -0.4 | 12.9
O=C(O)c1cc(N2C(=O)C3C4C=CC(C4)C3C2=O)ccc1N1CCOCC1 (stereo not drawn) | 9.3 | 2.4 | 0.0 | 1.9 | 0.0374 | -4.2 | -3.2 | 1.1 | 32.8
CCC(=O)Nc1c(S(=O)(=O)c2ccccc2)c2nc3ccccc3nc2n1Cc1ccccc1 | 0.1 | -420.8 | 0.3 | -5.4 | 1.05 | 25.9 | -7.8 | 0.7 | -4.7
O=C(CNC(=O)c1cccc(F)c1)OCC(=O)N1CCCc2ccccc21 | -16.1 | -1.9 | 0.4 | -1.6 | 0.062 | 5.0 | -25.6 | 0.4 | 31.0
CCn1c(COc2ccccc2C)nnc1SCC(=O)CC(=O)Nc1ccccc1 | -4.7 | -26.9 | -1.3 | -4.6 | 0.057 | 5.3 | 0.5 | -0.2 | 4.9
Cc1cc(C)c(C(=O)CSc2nc(C)cc(C)c2C(N)=O)c(C)c1 | 9.1 | 22.9 | -0.8 | -13.6 | 0.413 | -1.4 | -11.5 | 0.5 | 26.4
CSc1cccc(CN2CCC(CO)(Cc3cccc(C(F)(F)F)c3)CC2)c1 | 1.6 | -15.6 | 3.0 | -2.3 | -0.486 | -3.3 | -26.2 | 1.8 | 16.9
Cc1nn(CC(=O)Nc2ccc(C(=O)N3CCCC3)cc2)c(=O)c2ccccc12 | -11.6 | -23.5 | 0.4 | -2.3 | -0.29 | -3.4 | -10.6 | 0.4 | -15.2

Compound profiles, as listed above. Values in the order: EBV gp42 inh	Calpain2 inh	TRPML3 ag	Thrombin inh	KCC2 mod	TbHK1 inh	Furin inhibitor	zfTRPN1 agonist	PPC-1+TRAIL kill
CCOC(=O)C1=C(C)Nc2ncnn2C1c1cc(OC)ccc1OC (stereo not drawn) is listed as 0.1	-35.5	0.0	-6.3	1.39	-0.6	-17.5[20 µM]	0.0	-5.9
CSc1cccc(CN2CCC(CO)(Cc3cccc(C(F)(F)F)c3)CC2)c1 is listed as 1.6	-15.6	3.0	-2.3	-0.486	-3.3	-26.2	1.8	16.9

(listing goes on)
SMILES | EBV gp42 inh | Calpain2 inh | TRPML3 ag | Thrombin inh | KCC2 mod | TbHK1 inh | Furin inhibitor | zfTRPN1 agonist | PPC-1+TRAIL kill
CCOC(=O)c1sc2nc(CC(=O)OC)nc(N(C)CCc3ccccn3)c2c1C | -9.8 | 26.6 | -0.3 | 1.1 | -0.755 | -29.3 | -12.6 | 0.5 | ·
COCCN(C(=O)C1CC1)c1nnc(-c2ccc(C)cc2)s1 | 0.9 | 13.9 | 0.4 | 0.6 | -0.0398 | -1.2 | -5.1[20 µM] | 0.7 | -13.0
C=CCC(NCc1ccccc1)c1ccc(C)o1 (stereo not drawn) | -20.5 | -12.5 | 1.1 | 4.8 | 0.272 | 5.9 | -20.5[20 µM] | 1.1 | ·
CC(C(=O)NC1CCCCC1)N1CCN(C)CC1 (stereo not drawn) | -12.6 | -17.5 | 1.1 | 1.4 | 0.178 | -6.8 | -24.3 | 2.8 | 3.7
Cn1c(SCCCC(=O)c2ccc(F)cc2)nnc1-c1ccncc1 | -9.3 | -24.1 | 0.7 | -4.1 | 0.0893 | -0.5 | -12.0[20 µM] | 2.2 | 17.1
COc1ccc(S(=O)(=O)Nc2cc(C)ccc2OC)cc1C | 5.1 | 17.0 | -0.4 | -6.0 | 0.263 | 5.6 | -6.1[20 µM] | -1.4 | -2.8
O=C(CCn1c(=O)oc2ccccc21)NCCC1=CCCCC1 | -18.5 | 8.1 | -0.1 | -2.1 | 0.0324 | -7.0 | -20.1 | 1.3 | 1.4
COC(=O)c1ccc(N=c2sc(C(=O)OC)cc(=O)n2C)cc1 | -15.4 | -4.8 | 0.9 | 1.9 | 0.592 | -19.7 | -22.6 | 0.7 | 0.1
O=C1CC(N(CCc2ccccc2)C(=S)Nc2ccccc2)C(=O)N1c1ccc(Br)cc1 (stereo not drawn) | 9.4 | -9.6 | 1.5 | -5.3 | -0.329 | 1.8 | -17.1 | 2.4 | 11.3
COc1ccccc1OCC(=O)OCC(=O)Nc1sccc1C(N)=O | -3.6 | -14.9 | 3.2 | 2.9 | 0.0835 | 32.9 | 0.1 | 7.0 | 3.2
NS(=O)(=O)c1ccc(NC(=O)COC(=O)C23CC4CC(CC(C4)C2)C3)cc1 | -10.8 | 57.9* | 0.4 | -2.9 | 0.934 | 35.1 | 6.5 | 0.7 | 37.7
C=CCN1CCN(C(c2ccccc2)c2nnnn2CCC(C)C)CC1 (stereo not drawn) | -7.0 | -54.7 | 0.0 | 1.5 | -0.053 | 3.4 | -12.0 | -0.6 | -19.3
COCCCn1c(=S)[nH]c2ccc(N3CCOCC3)cc2c1=O | -11.9 | i | · | 4.8 | · | · | · | · | 5.8
CN(Cc1cnccn1)Cc1c(C(=O)N2CCc3ccccc3C2)nc2ccc(Cl)cn12 | -19.2 | -19.0 | -0.9 | -3.8 | 1.39 | -6.0 | -27.6 | 0.5 | ·
C/C(CCC(=O)OC[C@H]1O[C@H](C#Cc2ccccc2)C=C[C@@H]1Oc1ccc(C)cc1)=N\OC[C@@H](O)[C@H]1O[C@@H]2OC(C)(C)O[C@@H]2[C@H]1O | -0.6 | -81.9 | 0.9 | -2.0 | -0.125 | -9.5 | -6.8 | 1.2 | 25.4
COc1ccc(C(=O)N2CCC(O)(c3ccc(F)cc3)CC2)cc1OC | 4.6 | 0.1 | 1.3 | -0.3 | -0.43 | -8.8 | 1.4[20 µM] | 2.8 | 18.5
O=C1CCCC2=C1C(c1ccc(Cl)cc1)C1C(=O)c3ccccc3C1=N2 (stereo not drawn) | 1.8 | -24.3 | -1.3 | -4.5 | -2.73 | -4.3 | 2.3[20 µM] | -2.9 | 5.3
COc1ccc(CNC(=O)c2ccc(CS(=O)(=O)Cc3ccccc3F)o2)cc1 | -11.3 | -46.0 | 2.8 | -9.4 | 0.192 | -0.6 | -18.2 | 1.2 | 21.5
O=C1Nc2ccccc2Nc2ncccc21 | -18.2 | 1.2 | -0.4 | -0.8 | 2.31 | 0.6 | -10.9[20 µM] | -0.4 | 11.6
Cn1cc([N+](=O)[O-])c(C(=O)Nc2nc(-c3ccc(Cl)cc3)cs2)n1 | -5.2 | -59.6 | 1.1 | -1.8 | · | -2.3 | -14.6[20 µM] | 2.1 | 48.0
COc1ccccc1CCNC(=O)CCn1c(=O)oc2ccccc21 | 1.6 | -7.3 | -1.0 | -8.3 | · | -2.3 | -28.1 | -0.6 | -5.2
O=c1c2ccccc2nc(CSc2nnnn2-c2ccccc2)n1-c1ccccc1 | -20.1 | -12.9 | 1.1 | 3.1 | 0.291 | -3.9 | -11.9 | 1.6 | 21.7
C=CCOc1c(Br)cc(CNc2nccs2)cc1OC | -6.3 | -4.9 | -0.6 | -3.1 | 0.31 | -1.3 | -13.0[20 µM] | -1.3 | -6.0
COc1cc(-c2cc(C(=O)Nc3nc4ccccc4s3)c3ccccc3n2)cc(OC)c1OC | -29.5 | -90.3 | 0.8 | -0.5 | -0.273 | -14.0 | -15.2 | 1.1 | -0.1
CCCn1c(/C=C/c2ccco2)nc2ccccc21 | 20.8 | -85.2 | 1.1 | -5.7 | -0.461 | -17.6 | 2.4 | 0.5 | -3.2
O=C(COc1ccc(F)cc1)NNC(=O)c1cc2ccccc2oc1=O | -0.8 | 26.1 | -0.1 | -3.5 | -2.93 | -15.0 | -4.8 | 2.2 | 11.7
CNC(=O)CSc1nnnn1-c1ccc(C)cc1C | 14.1 | 30.9 | -0.4 | -2.9 | 0.00547 | -1.7 | -11.3 | 0.0 | 7.5
CC12CCC(C(=O)NCc3ccc4c(c3)OCO4)(OC1=O)C2(C)C (stereo not drawn) | 9.5 | -27.4 | 0.2 | -1.2 | 0.435 | -1.3 | -22.7[20 µM] | 0.4 | -4.9
NC(=O)CC(NC(=O)OCc1ccccc1)C(=O)O (stereo not drawn) | -3.7 | 1.7 | -0.3 | -0.4 | 0.564 | 8.2 | -6.6 | -0.7 | 6.7
Cc1cc(C)c2c(=O)[nH]c(SCC(=O)N3CCOCC3)nc2n1 | -15.8 | -34.6 | 0.4 | -9.2 | 0.238 | -0.8 | -29.2 | 0.3 | 14.1

Among those listed so far, these contain a COOH group.
SMILES | EBV gp42 inh | Calpain2 inh | TRPML3 ag | Thrombin inh | KCC2 mod | TbHK1 inh | Furin inhibitor | zfTRPN1 agonist | PPC-1+TRAIL kill
O=C(O)c1cc(N2C(=O)C3C4C=CC(C4)C3C2=O)ccc1N1CCOCC1 (stereo not drawn) | 9.3 | 2.4 | 0.0 | 1.9 | 0.0374 | -4.2 | -3.2 | 1.1 | 32.8
NC(=O)CC(NC(=O)OCc1ccccc1)C(=O)O (stereo not drawn) | -3.7 | 1.7 | -0.3 | -0.4 | 0.564 | 8.2 | -6.6 | -0.7 | 6.7
